FUS suppressor – suppressors of FUS proteinopathy in yeast | S. cerevisiae FUS-expressing, growth rescue, OD600, 24 h | Potency, µM (doses to about 76.6 µM), inactives show at the highest dose growth rescue (activation), usual class: activators | hit rate 0.24% among 390,000 | AID 1347120;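 further: potency means the concentration at half of the fitted maximal effect; plate controls were DMSO vehicle for no effect and reference control for full effect; nearly all actives have a fitted effect of over 55% in size; some results filed as inactive show a strong effect at the top dose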
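S. cerevisiae expressing FUS from galactose induction served as the toxicity model. Growth after 24hr at 30C, read as absorbance at 600 nm, indicates suppression of toxicity; compounds dosed at several concentrations.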
GLP1R ag – GLP-1 receptor (human) agonism; hit rate 0.007% among 380,000; Potency, µM (top dose mostly 45.6 µM), inactives show at the highest dose activation, hits mostly activators; HEK293 GLP-1R CRE-luciferase, luminescence, 4-6 h; cells express a hypersensitive GLP-1R form; P43220; further: potency means the concentration at half of the fitted maximal effect; % of control where 0% means no effect
pAkt inh – blocks phosphorylation of Akt | Neuro2A IGF-stimulated pAkt S473 HTRF, 20 min; hits give low values | activity change, % for hits at 50 µM | hit rate 0.32% among 360,000 | AID 651550; in the data active means activity change below about -80%; inconclusive means mostly about -51% to -80%; further: on the % scale 0 is the no-effect control and ±100 the full control effect
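Single-point screen (50 µM final compound) in Neuro2A cells stimulated 20 min with 6 nM IGF at 37 deg C. After lysis, Ser473-phosphorylated Akt read by HTRF (ex 330 nm, em 615/665 nm) as the 665/615 ratio.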
GLP1R inv ag – GLP-1 receptor (human) inverse agonism; P43220; HEK293 GLP-1R CRE-luciferase, luminescence, 24 h; GLP-1R form is constitutively active; Potency, µM (doses to about 38.3 µM), for inactives: top-dose activity change, negative = inhibition, most hits filed as inhibitors; hit rate 1.6% among 410,000; further: potency means the concentration at half of the fitted maximal effect; on the % scale 0 is the no-effect control and ±100 the full control effect; nearly all actives have a fitted effect of over 55% in size
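Using stably transfected HEK293 (constitutively active GLP-1R, cAMP-luciferase reporter), compounds were incubated 24 hr and luciferase measured by luminescence.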
TDP-43 yeast inh – TDP-43 toxicity inhibition in yeast. TDP-43 expressing yeast growth rescue, BacTiter-Glo, 24 h. Potency, µM (titrated, usually from 46.1 µM), for inactives: at the top dose growth rescue (activation), actives largely listed as activators. hit rate 1.8% among 410,000; further: potency means the concentration at half of the fitted maximal effect; % of control where 0% means no effect; nearly all actives have a fitted effect of over 50% in size
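Galactose-induced TDP-43 yeast, OD600=0.02, compound pinned; 24 hr, 30 deg C; BacTiter-Glo luminescence for growth. Inhibitors of TDP-43 toxicity read as activators.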
D3 antag – antagonists of human D3 dopamine receptor. P35462. D3R cells, DiscoveRx beta-arrestin luminescence, antagonist mode; hits give low values. max response, negative = inhibition, %. hit rate 2.5% among 360,000; in the data active means max response below about -50%; inconclusive means no clear call, values can overlap the other calls; further: on the % scale 0 is the no-effect control and ±100 the full control effect; mostly tested at two doses, the higher about 12 µM
Target sequence (P35462 whole entry, looked up): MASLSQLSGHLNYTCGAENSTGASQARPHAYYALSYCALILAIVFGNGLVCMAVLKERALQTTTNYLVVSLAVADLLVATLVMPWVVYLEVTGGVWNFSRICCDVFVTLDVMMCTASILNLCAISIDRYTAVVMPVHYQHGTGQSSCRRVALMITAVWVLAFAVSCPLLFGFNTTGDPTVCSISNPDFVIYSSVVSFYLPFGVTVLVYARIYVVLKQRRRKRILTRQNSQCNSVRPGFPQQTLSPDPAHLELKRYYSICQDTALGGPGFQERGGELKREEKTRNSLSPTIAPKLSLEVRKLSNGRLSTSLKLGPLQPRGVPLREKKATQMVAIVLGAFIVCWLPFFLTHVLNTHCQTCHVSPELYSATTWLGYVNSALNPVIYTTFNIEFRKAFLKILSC
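Cells plated overnight at 1500 cells/well, then exposed to library compounds with dopamine controls for 90 minutes at 37 degrees C. DiscoveRx reagent added for 30–60 minutes at room temperature; luminescence read, quantitative HTS format.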
aSyn rescue – rescues yeast growth from alpha-synuclein toxicity. Yeast expressing alpha-synuclein, growth rescue, BacTiter-Glo, 24 h. hit rate 0.14% among 370,000. Potency, µM (titrated, usually from 46.1 µM), without a hit: top-dose growth rescue (activation), hits mostly activators. AID 652106; further: potency means the concentration at half of the fitted maximal effect; % of control where 0% means no effect; nearly all actives have a fitted effect of over 65% in size
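Readout is rescue of growth in alpha-synuclein-expressing yeast, so inhibitors of toxicity appear as activators. Growth after 24 hr at 30 deg C in galactose medium is quantified by luminescence.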
PTHR1 ag – activates the human parathyroid hormone receptor PTHR1 | Q03431 | HEK293 GP2 PTHR1 cells, GloSensor cAMP luminescence, 1 h | Potency, µM (titrated, usually from 115 µM), for inactives: at the highest dose activation, most hits filed as activators | hit rate 0.075% among 410,000 | AID 743266; further: potency means the concentration at half of the fitted maximal effect; nearly all actives have a fitted effect of over 55% in size; some results filed as inactive show a strong effect at the top dose; inactives centre near -15; many of its hits are not listed in these tables
Target sequence (Q03431 whole entry, looked up): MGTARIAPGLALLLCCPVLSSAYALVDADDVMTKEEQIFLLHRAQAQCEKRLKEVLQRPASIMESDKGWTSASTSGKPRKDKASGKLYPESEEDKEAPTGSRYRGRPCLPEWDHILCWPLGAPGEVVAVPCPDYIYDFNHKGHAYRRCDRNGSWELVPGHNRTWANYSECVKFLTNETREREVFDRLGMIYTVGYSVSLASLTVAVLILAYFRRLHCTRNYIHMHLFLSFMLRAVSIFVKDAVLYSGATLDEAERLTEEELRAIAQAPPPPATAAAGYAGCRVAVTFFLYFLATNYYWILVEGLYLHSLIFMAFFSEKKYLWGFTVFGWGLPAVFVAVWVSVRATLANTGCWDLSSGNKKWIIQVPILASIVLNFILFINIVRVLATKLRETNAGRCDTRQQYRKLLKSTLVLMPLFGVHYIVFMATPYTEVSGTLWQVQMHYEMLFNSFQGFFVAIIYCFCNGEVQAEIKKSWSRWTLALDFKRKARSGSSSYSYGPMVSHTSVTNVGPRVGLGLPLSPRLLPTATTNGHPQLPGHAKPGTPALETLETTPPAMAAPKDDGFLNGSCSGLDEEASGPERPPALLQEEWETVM
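HEK-293-derived GP2 cells expressing PTHR1 and a GloSensor cAMP reporter, 3,000/well, plated overnight, given luciferin plus IBMX (each 0.5 mM as added) for 1 h at 37 °C, then compound for 1 h at 37 °C. Luminescence was read after 15 min at room temperature.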
Abeta rescue – restores growth of yeast expressing A-beta42 peptide. hit rate 0.063% among 410,000. Potency, µM (doses to about 46.1 µM), without a hit: at the top dose growth rescue, actives largely listed as activators. yeast expressing A-beta42, growth rescue, OD600, 48 h; response scale: 0% DMSO, 100% iron-clioquinol control; further: potency means the concentration at half of the fitted maximal effect; nearly all actives have a fitted effect of over 55% in size
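Yeast growth medium received pinned compounds, then yeast cells expressing toxic A-beta were added; plates incubated at 30 C for 48 hr. Growth read as absorbance at 600 nm, normalized to DMSO and equimolar FeCl3 plus clioquinol controls.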
Starred values were filed as active, the others as inactive; i = inactive; ? = inconclusive; nt = no result given; & = joins results of further samples; [ ] = dose if it differs, or a comment. Unless noted, the call rests on the fitted dose curve; in most records, active means well fitted curve in the direction sought with a large enough effect; inconclusive means small, poorly fitted or top-dose-only effect, or another doubt; inactive means no such curve, though single readings can be large; an effect the other way counts as inactive or inconclusive.

SMILES	FUS suppressor	GLP1R ag	pAkt inh	GLP1R inv ag	TDP-43 yeast inh	D3 antag	aSyn rescue	PTHR1 ag	Abeta rescue
CCOC(=O)C1=NN(C(C)=O)C2(CC(=O)N(c3cccc(C)c3)C2=O)C1 (stereo unspecified)	13%	0%	i	14%	13%	4	2%	i	5%
COc1ccc(C(=O)Cn2c(N3CCCCC3)nc3c2c(=O)n(C)c(=O)n3C)cc1OC	-22%	4%	i	3%	-1%	4	-11%	i	11%
CC1(C(=O)NCc2ccccc2)CSCC(=O)N1C1CC1 (stereo unspecified)	0%	nt	i	21%	11%	1	1%	-12%	-4%
COc1ccc(OC(C)=O)c(C2c3cc(OC)c(OC)cc3CCN2C(C)=O)c1 (stereo unspecified)	1%	-1%	i	24%	-4%	9	5%	-6%[57.5 µM]	16%
O=C(Cn1cc(C(F)(F)F)cc(Cl)c1=O)NCc1ccc(Cl)cc1	8%	4%	i	0%	-15%	-4	-6%	i	-11%
COC(=O)c1ccccc1NC(=O)c1c(Br)cnn1C	0%	30%	i	59%[activator]	21%	20	1%	i	3%
O=C(COC(=O)c1cc(S(=O)(=O)N2CCOCC2)ccc1F)Nc1ccc2c(c1)OCO2	13%	2%	i	-6%	11%	13	1%	-4%	-5%
CC(=O)c1cccc(NC(=O)COc2ccc3oc(=O)cc(C)c3c2)c1	8%	8%	i	7%	10%	-3	-2%	-44%	-8%
Cc1nc(C)n(CC(O)COc2ccc3ccccc3c2)n1 (stereo unspecified)	14%	-2%	i	1%	-19%	-2	1%	-6%[57.5 µM]	12%
O=c1c2ccccc2nnn1CSc1nnc(-c2cccc(S(=O)(=O)N3CCCCC3)c2)o1	36%	-2%	i	0%	18%	9	0%	-14%	-18%
CCn1c2ccc(F)cc2c2nnc(SCCN3CCOCC3)nc21	-16%	?	i	162%[activator]	11%	25	2%	i	-8%
CCCn1c(/C=C/c2ccccc2)nc2ccccc21	-20%&11%	2%	i	?	24%[9.22 µM]	22	-15%	-24%	1%&-5%
COCCn1c(SCC(=O)Nc2cc(Cl)ccc2OC)nc2c(c1=O)SC(C)C2 (stereo unspecified)	43%	21%	i	6%	9%	11	-1%	-26%	11%
COc1ccc(C(C)=O)cc1COc1ccc(F)cc1	11%	15%	i	?	25%	-1	0%	-9%	-15%
CC12CN3CCN(CC(C3)C1(O)CN1CCOCC1)C2 (stereo unspecified)	-25%	9%	i	-43%	-2%	-18	-6%	i	3%
COc1nnc(OC)c2ccccc12	1%	0%	i	-3%	1%	22	5%	-24%	-1%
CNC(=O)/C(C#N)=C/c1c(N(Cc2ccccc2)Cc2ccccc2)nc2c(C)cccn2c1=O	?	7%	i	?	?	-19	10%	-16%	-7%
CCN(CC)S(=O)(=O)c1ccc(F)cc1	-7%	-3%	i	-1%	-26%	-28	1%	i	-9%
COc1cc(CNCCCN2CCOCC2)c(Br)cc1OCC(=O)Nc1ccccc1C	25%	-2%	i	?	-13%[0.397 µM]	-4	0%	i	3%
CCOC(=O)CC1=C(C(=O)OCC)C(c2cc(OC)c(OC)cc2OC)C(C#N)=C(N)O1 (stereo unspecified)	18%	2%	i	7%	1%	7	-7%	i	12%
O=C1/C(=C/c2ccccn2)SC(=S)N1NS(=O)(=O)c1ccccc1	-7%	-9%	i	?	10%	12	0%	-29%	-4%
COCCNC(=O)c1cc2oc3ccccc3c2n1C	16%	16%	i	50%[activator]	8%	-17	-6%	17%[57.5 µM]	6%
O=C(Nc1nnc(-c2ccc(Cl)cc2)o1)c1cccc(N2C(=O)CCC2=O)c1	-1%	-13%	i	5%	6%	-26	0%	i	21%
CC1Cc2ccccc2N1C(=O)CSc1nc2c(c(=O)n(C)c(=O)n2C)n1Cc1ccc(F)cc1 (stereo unspecified)	nt	10%	i	0%	-2%	-27	11%	-17%	-6%
CC(=O)N(c1cccc(C)c1)S(=O)(=O)c1ccc(Cl)cc1	-59%	-6%	i	-10%	3%	9	15%	-23%	20%
CN(CCO)C(=O)CCC(=O)Nc1ccc(S(N)(=O)=O)cc1	nt	-1%	i	8%	2%	-10	?	-24%	0%
CCc1ccc2c(c1)C1(NN=C(c3ccc(C)cc3)S1)C(=O)N2 (stereo unspecified)	38%	?	i	-5%	-91%[inhibitor]	-94*	-68%[inhibitor]	-2%	-93%[inhibitor]
O=C(O)c1ccc(NCc2ccc(Br)cc2)cc1	-19%	-2%	i	9%	3.5µM*	10	3%	-45%[inhibitor]	16%
Cc1cc(=O)[nH]c(SCC(=O)NNC(=O)Cc2ccccc2)n1	6%	-3%	i	20%[7.66 µM]	-3%	-3	0%	i	-6%
Oc1c(N=NC(=S)Nc2ccccc2F)c2ccccc2n1Cc1ccccc1Cl	-9%	-3%	i	-22%	?	-1	4%	-12%	16%
Cc1ccc(C(=O)Nc2ccccc2N2CCCC2)cc1S(=O)(=O)N1CCOCC1	22%	17%	i	-27%	11%	0	-11%	-6%	-4%
O=C(CSc1ccc(Cl)cc1)Nc1cccc(-c2nc3ncccc3o2)c1	10%	-7%	i	4%	?	41	2%	-19%[57.5 µM]	18%
COc1ccccc1CCC(=O)OCC(=O)Nc1c(C)nn(-c2ccccc2)c1C	22%	4%	i	15%	-14%	27	6%	i	-7%
C=CCOc1ccc(-c2n[nH]c(=S)o2)cc1	8%	0%	i	9%[7.66 µM]	?	10	-12%	i	-76%[inhibitor]
CCOC(=O)/C(C#N)=C1/C=C(C)NC(c2ccccc2O)=N1	9%	-10%	i	0%	-1%	28	-1%	-86%[inhibitor][57.5 µM]	7%
CC(C)(C)c1ccc(OC2=CS(=O)(=O)c3ccccc32)cc1	-1%	6%	i	?	-12%	-19	3%	-26%	-19%
O=C(O)C(Cc1c[nH]c2ccccc12)N1C(=O)C2C3c4ccccc4C(c4ccccc43)[C@@H]2C1=O (stereo partly specified)	26%	0%	i	1%	-13%	4	2%	-6%	13%
O=C(Nc1ccc(NC(=O)c2cccnc2Cl)cc1)c1cccc(Cl)c1	0%	7%	i	?	18%	1	-2%	-19%	-8%
Cc1cccc(NC(=O)c2cc(NC(=O)c3ccco3)ccc2Cl)n1	-14%	5%	i	2%	20%	-17	-15%	7%	23%[9.22 µM]
CN(CC(=O)Nc1cccc(F)c1)C(=O)CCc1nc2sc3c(c2c(=O)[nH]1)CCCC3	38%	-1%	i	?	-8%	20	-1%	4%	1%
Cc1c(Nc2c3ccccc3nc3ccccc23)c(=O)n(-c2ccccc2)n1C	0%	-12%	i	5%	1%	-15	-9%	-6%	-5%
CC1(C)CC(O)CC(C)(C)N1CC(O)COCCOc1ccc(Br)cc1 (stereo unspecified)	10%	3%	i	-16%	3%	-3	-2%	i	12%
O=C1/C(=N\S(=O)(=O)c2cccs2)C([n+]2ccc(CCCc3ccccc3)cc2)=C([O-])c2ccccc21	-8%	-1%	i	12%	3%	7	1%	i	-5%
COc1ccc(NC(=O)CN(C)C(=O)/C=C/c2ccc(S(=O)(=O)N3CCCCCC3)cc2)cc1	nt	-21%	i	?	18%	1	11%	-9%	1%
CC(C)N1CCN(Cc2ccoc2)CC1CCO (stereo unspecified)	-11%	3%	i	-17%	-7%	-3	5%	-14%	4%
COc1cccc(C(=O)NNS(=O)(=O)c2ccc(C)cc2)c1	-9%	3%	i	-2%	6%	3	8%	i	11%

Profiles as entered above. Order of values: FUS suppressor | GLP1R ag | pAkt inh | GLP1R inv ag | TDP-43 yeast inh | D3 antag | aSyn rescue | PTHR1 ag | Abeta rescue
Entry for O=C1/C(=N\S(=O)(=O)c2cccs2)C([n+]2ccc(CCCc3ccccc3)cc2)=C([O-])c2ccccc21 : -8% | -1% | i | 12% | 3% | 7 | 1% | i | -5%
Entry for CN(CC(=O)Nc1cccc(F)c1)C(=O)CCc1nc2sc3c(c2c(=O)[nH]1)CCCC3 : 38% | -1% | i | ? | -8% | 20 | -1% | 4% | 1%

Entries shown so far with fluorine:
SMILES	FUS suppressor	GLP1R ag	pAkt inh	GLP1R inv ag	TDP-43 yeast inh	D3 antag	aSyn rescue	PTHR1 ag	Abeta rescue
O=C(Cn1cc(C(F)(F)F)cc(Cl)c1=O)NCc1ccc(Cl)cc1	8%	4%	i	0%	-15%	-4	-6%	i	-11%
O=C(COC(=O)c1cc(S(=O)(=O)N2CCOCC2)ccc1F)Nc1ccc2c(c1)OCO2	13%	2%	i	-6%	11%	13	1%	-4%	-5%
CCn1c2ccc(F)cc2c2nnc(SCCN3CCOCC3)nc21	-16%	?	i	162%[activator]	11%	25	2%	i	-8%
COc1ccc(C(C)=O)cc1COc1ccc(F)cc1	11%	15%	i	?	25%	-1	0%	-9%	-15%
CCN(CC)S(=O)(=O)c1ccc(F)cc1	-7%	-3%	i	-1%	-26%	-28	1%	i	-9%
CC1Cc2ccccc2N1C(=O)CSc1nc2c(c(=O)n(C)c(=O)n2C)n1Cc1ccc(F)cc1 (stereo unspecified)	nt	10%	i	0%	-2%	-27	11%	-17%	-6%
Oc1c(N=NC(=S)Nc2ccccc2F)c2ccccc2n1Cc1ccccc1Cl	-9%	-3%	i	-22%	?	-1	4%	-12%	16%
CN(CC(=O)Nc1cccc(F)c1)C(=O)CCc1nc2sc3c(c2c(=O)[nH]1)CCCC3	38%	-1%	i	?	-8%	20	-1%	4%	1%

Compound activity from PubChem BioAssay.

A portion of the library (hit frequency here may not be typical).
